# IL-1B inflam inh – inflammasome signaling inhibition, IL-1 beta readout; activity change, % at 57.5 µM; 360,000 compounds, 4.7% hits; THP-1 LPS/ATP IL-1B secretion, AlphaLISA, 16 h; active compounds read low; in the data active = activity change below about -50%; inconclusive = mostly about -30% to -49%; also: % is scaled to controls: 0 for no effect and ±100 for the full control effect
#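 THP-1 cells pretreated 1 hr with compounds (up to 57.5 uM final), then stimulated with LPS (250 ng/mL final) plus ATP (1.25 mM final); secreted IL-1B measured by AlphaLISA after 16 hr, decreased signal indicating inhibition.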
# HT1080 IDH1KD tx – kills HT-1080 cells with IDH1 knockdown. HT-1080 IDH1 knockdown viability, ATP luminescence, 48 h. Potency, µM (doses to about 46.1 µM), for the others: at the highest dose activity, negative = toxicity, hits mostly cytotoxic. 360,000 compounds, 2% hits;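 also: potency is read from the fitted curve at half-maximal effect; 0% = DMSO wells and -100% = cell-free medium wells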
#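 Luminescent ATP read-out (CellTiter-Glo, 10 min at room temperature) after 48 h compound exposure at 37 °C gave viability of IDH1-knockdown HT-1080 cells. Activity was normalised to DMSO and cell-free wells, then fitted as concentration-response curves.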
# HT1080-NT tox – kills 2HG-producing HT-1080-NT fibrosarcoma cells; 360,000 compounds, 1.6% hits; Potency, µM (highest dose often 46.1 µM), for the others: at the top dose activity, negative = less viability, most hits filed as cytotoxic; AID 686970; HT-1080-NT fibrosarcoma viability, CellTiter-Glo ATP luminescence, 48 h;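 also: NT is the 2HG producing partner of a matched IDH1 knockdown line; potency is read from the fitted curve at half-maximal effect; 0% = DMSO-treated cells and -100% = media-only wells without cells; nearly all actives have a fitted effect of over 55% in size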
#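 HT-1080-NT; 750 cells/well; 5% FBS RPMI; 48 h compound, 37 degrees C; CellTiter-Glo luminescence; curve fitting and curve-class assignment.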
# KB-3-1 cytotox – KB-3-1 parental cell cytotoxicity; KB-3-1 viability, CellTiter-Glo ATP luminescence, 72 h; Potency, µM (series often up to 46.1 µM), for inactives: at the highest dose activity change, negative = cytotoxic, actives largely listed as cytotoxic; 400,000 compounds, 1.4% hits; AID 1347075; also: potency is read from the fitted curve at half-maximal effect; % is scaled to controls: 0 for no effect and ±100 for the full control effect; nearly all actives have a fitted effect of over 60% in size
#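 Cytotoxicity in the drug-sensitive parental line KB-3-1 was scored as loss of CellTiter-Glo luminescence following 72 h incubation with compound. Values come from curve fitting of normalized concentration-response data.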
# SW480 rerep – inducers of DNA re-replication in SW480 colon cancer cells | SW480 DNA re-replication, Hoechst DNA content imaging, 48 h | Potency, µM (series often up to 46.1 µM), for inactives: top-dose re-replication activation, usual class: activators | 340,000 compounds, 1.8% hits; also: potency is read from the fitted curve at half-maximal effect; % of control where 0% means no effect; nearly all actives have a fitted effect of over 55% in size
#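 Cells (250 per well) received 23 nL compound or DMSO by pin tool and were kept 48 hr at 37 C, 5% CO2. Nuclei were then stained with Hoechst for 40 min and scanned for DNA content.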
# ATXN2 expr inh – inhibitors of ATXN2 expression | AID 1745845 | HEK-293 ATXN2-luciferase reporter, luminescence, 24 h | 360,000 compounds, 0.72% hits | Potency, µM (highest dose often 57 µM), inactives show top-dose activity change, negative = inhibition, most hits filed as inhibitors; also: potency is read from the fitted curve at half-maximal effect; % is scaled to controls: 0 for no effect and ±100 for the full control effect; nearly all actives have a fitted effect of over 55% in size
#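 ATXN2-luciferase reporter cells (luciferase flanked by upstream and downstream ATXN2 gene portions) were treated 24 h at 37 °C with compounds at up to 57 uM. SteadyGlo luminescence gave expression; GF-AFC fluorescence gave viability.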
# ATXN viability – reduces viability in counter-screen for ATXN expression inhibitors | 400,000 compounds, 0.49% hits | S2 cells (HEK-293 line with an ATXN2-luciferase reporter) viability, CellTiter-Fluor protease fluorescence, 24 h | AID 651635 | Potency, µM (series often up to 56.7 µM), most hits filed as cytotoxic; also: potency is read from the fitted curve at half-maximal effect; nearly all actives have a fitted effect of over 40% in size
# MCF10A rereplic – DNA re-replication induction in MCF 10a cells. MCF 10A DNA re-replication, Hoechst nuclear intensity, 48 h. Potency, µM (series often up to 46.1 µM), for the others: at the top dose activity, positive = re-replication, hits mostly activators. 350,000 compounds, 2.9% hits; also: potency is read from the fitted curve at half-maximal effect; % of control where 0% means no effect; nearly all actives have a fitted effect of over 50% in size
# HepG2 tox – counter-screen for TGF-b inhibitors: cytotoxicity in HepG2 cells; HepG2 CAGA-GFP viability, ATP luminescence, 18 h; Potency, µM (titrated, usually from 46.1 µM), for the others: top-dose activity change, negative = cytotoxicity, most hits filed as cytotoxic; 410,000 compounds, 0.76% hits; AID 588856; also: potency is read from the fitted curve at half-maximal effect; some results filed as inactive show a strong effect at the top dose
#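 HepG2 CAGA-GFP cells (1000/well, DMEM with 1% FBS) received compound, then TGF-beta at 500 pg/mL final, and were incubated 18 hours at 37 degrees C. Viability was read by CellTiter-Glo luminescence. Media-only wells were set as complete cell-killing and DMSO as no toxicity.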
# Active calls of the source: *; i = inactive; ? = inconclusive; nt = no result given; [ ] = another dose, or the depositor's remark. Unless noted, calls follow the shape of the dose curve; as a rule, active = well fitted curve in the direction sought with a large enough effect; inconclusive = small, poorly fitted or top-dose-only effect, or another doubt; inactive = no such curve, though single readings can be large; an effect the other way counts as inactive or inconclusive.
SMILES,IL-1B inflam inh,HT1080 IDH1KD tx,HT1080-NT tox,KB-3-1 cytotox,SW480 rerep,ATXN2 expr inh,ATXN viability,MCF10A rereplic,HepG2 tox
Cc1ccc(OCC(=O)N2CCN(S(=O)(=O)c3ccc(Cl)s3)CC2)cc1C,-20,4%,3%,-1%,-19%,-10%,i,3%,-8%
CSc1ccccc1OCc1cc(C(=O)N(Cc2nccn2C)C(C)C)no1,2,13%,10%,0%,-3%,19%,i,?,4%
COc1ccc(CNC(=O)CN2C(=O)C3CCCN3c3ncc(Cl)cc32)cc1 (stereo unspecified),24,1%,0%,-3%,-5%,4%,i,15%,2%
O=C(NCc1cccs1)C1CC(c2ccc(F)cc2)=NO1 (stereo unspecified),30,9%,7%,1%,7%,5%[11.3 µM],i,?,9%
CCO[C@H]1OC(C(=O)O)=C[C@@H](c2cn(C(C)=O)c3ccccc23)[C@@H]1CCCO,20,13%,13%,10%,?,2%,i,0%,0%
CN(CC(=O)Nc1ccc(Cl)cc1)S(=O)(=O)c1ccc2c(c1)n(C)c(=O)c(=O)n2C,22,3%,5%,4%,-19%,0%,i,-1%,1%
CC12CC(NC(=O)N1c1cccc(C(=O)N3CCN(c4ccccc4F)CC3)c1)c1ccccc1O2 (stereo unspecified),0,-12%,-21%,-3%,11%,4%,i,16%,-18%
CCn1ccc2cc(S(=O)(=O)N3CCCN(C(=O)Nc4cc(Cl)ccc4C)CC3)ccc21,nt,nt,nt,-15%,nt,0%,i,nt,-19%
COc1cc2cc(C(=O)N3CCC(Cc4ccccc4)CC3)[nH]c2cc1OC,6,18%,8%,8%,-1%,nt,i,-11%,-12%
O=c1c(CN2CCN(c3ccccn3)CC2)coc2ccccc12,0,10%,10%,24%,7%,-6%,i,10%,-11%
CCN(CC(=O)Nc1c(F)cccc1F)C(=O)c1ccc(C#N)cc1,8,16%,13%,3%,-18%,nt,?,1%,16%
COc1ccccc1OCCCOc1ccc([N+](=O)[O-])cc1Cl,0,-3%,-1%,9%,-6%,69%[activator],i,18%,21%
Cc1nn(-c2nc3ccccc3[nH]2)c(=O)c2ccccc12,-16,1.5µM*,1.5µM*,1.3µM*,3%,0.4µM*,i,30%,3.2µM*
COc1ccc(OC)c(N(CC(=O)NCCSCc2ccc(C)cc2)S(C)(=O)=O)c1,-62*,-3%,-7%,-4%,?,-12%,i,?,-5%
OCCNCc1cc(Br)ccc1OCc1ccc(Cl)cc1,?,2%,-1%,-3%,14%,-11%,i,10%,-51%
COC(=O)c1c(C)n(-c2ccccc2)c2ccc(O)cc12,23,?,11µM*,?,?,6%,i,?,-6%
CC1=NN(c2ccccc2)C(=O)C1C=Nc1ccccc1O (stereo unspecified),167,?,?,?,?,-24%,i,19%,-39%
O=C(NCCN1CCCCC1)/C(=C/c1ccco1)NC(=O)c1ccccc1,-13,14%,?,-3%,3%,3%,i,-3%,-10%
COCCn1c(SCC(=O)NCC(c2ccccc2)N(C)C)nc2sc3c(c2c1=O)CCC3 (stereo unspecified),-8,-11%,-8%,14%,-3%,-2%,i,8%,5%
CCc1ccc(C(C(=O)NC(C)(C)CC)N(Cc2ccco2)C(=O)Cn2nnc3ccccc32)cc1 (stereo unspecified),11,1%,-2%,-17%,1%,-7%,i,2%,-18%
CCc1noc(C)c1C(=O)OCC(=O)N(CCOC)c1c(N)n(Cc2ccccc2)c(=O)[nH]c1=O,6,11%,4%,2%,-117%[inhibitor],-4%,i,17%,-8%
O=C(CCn1c(=O)[nH]c2ccsc2c1=O)N1CCN(Cc2ccc3c(c2)OCO3)CC1,?,3%,-7%,-1%,-2%,3%,i,-1%,0%
COc1cccc(NC(=O)COC(=O)C2CCN(S(=O)(=O)c3cccs3)CC2)c1,-7,8%,19%,16%,-22%,16%,i,6%,-1%
Nc1c(C(=O)NC2CCCC2)c2nc3ccccc3nc2n1/N=C/c1cccnc1,-16,14%,14%,-1%,?,6%,i,4.1µM*,24%
CCOC(=O)c1cccc(NC(=O)c2cnn(-c3ccccc3)c2-n2cccc2)c1,nt,nt,nt,-20%,nt,-11%,i,nt,-34%
COc1ccc(/C=N/NC(=O)c2[nH]c3ccc(Br)cc3c2-c2ccccc2)cc1,78,0.0052µM*,0.037µM*,0.82µM*,1.2µM*,-27%,i,0.21µM*,-35%
C/C(=N\OCC(=O)N/N=C/c1ccccc1O)c1cccs1,247,?,?,?,?,?,i,16%,-33%
CC(C)C[C@H]1CN(CCCC[C@H]2CNC(=O)C(=O)N2CCc2ccccc2)C(=O)C(=O)N1CCc1ccc(O)cc1,-3,2%,9%,15%,nt,4%,i,nt,nt
COc1cc2[nH]c(=O)n(CCCC(=O)N3CC=C(c4ccccc4)CC3)c(=O)c2cc1OC,?,0%,2%,-2%,-1%,-9%,i,1%,-6%
COC(=O)c1cccc(N(CC(=O)NC2CCCC2)C(=O)CCC(=O)Nc2cc(C)on2)c1,18,15%,38%,6%,-5%,33%,i,3%,9%

# Some of the entries above, set out differently:
# Second line of a record – IL-1B inflam inh	HT1080 IDH1KD tx	HT1080-NT tox	KB-3-1 cytotox	SW480 rerep	ATXN2 expr inh	ATXN viability	MCF10A rereplic	HepG2 tox
> CCN(CC(=O)Nc1c(F)cccc1F)C(=O)c1ccc(C#N)cc1
    8	16%	13%	3%	-18%	nt	?	1%	16%
> COc1ccccc1OCCCOc1ccc([N+](=O)[O-])cc1Cl
    0	-3%	-1%	9%	-6%	69%[activator]	i	18%	21%

# The list continues.
SMILES,IL-1B inflam inh,HT1080 IDH1KD tx,HT1080-NT tox,KB-3-1 cytotox,SW480 rerep,ATXN2 expr inh,ATXN viability,MCF10A rereplic,HepG2 tox
CS(=O)(=O)c1ccccc1C(=O)Nc1cc(Cl)ccc1-n1cncn1,-1,3%,-2%,-6%,-1%,10%,i,-6%,-12%
Cc1cc(C)c(NC(=O)CSc2nccn2C)c(C)c1,-2,1%,-6%,?,7%,5%,i,-4%,-52%
CC(C)(C)OC(=O)NCCCCCNC(=O)c1ncn2c1c(=O)[nH]c1ccccc12,-21,12%,-6%,?,nt,10%,i,nt,6%
COc1ccccc1-n1cnnc1SCC(=O)NCc1cccs1,?,0%,-6%,0%,2%[9.22 µM],16%,i,12%,-29%
CCOc1ccc(C(c2c(NC(=O)c3ccccc3)sc(C)c2C)N2CCN(CCO)CC2)cc1 (stereo unspecified),-67*,?,?,?,3.7µM*,-9%,?,?,11µM*
O=S(=O)(N=S(N1CCCCC1)N1CCCCC1)c1ccccc1,0,6%,-2%,7%,-5%,-17%,i,1%,-23%
Cc1onc(-c2c(F)cccc2Cl)c1C(=O)NNC(=O)C1CCN(Cc2ccccc2)CC1,-10,-9%,-15%,4%,?,-25%,i,-39%[inhibitor],0%
CC(=O)c1cnn(-c2cc(Oc3ccccc3C)ncn2)c1C,0,-2%,7%,1%,2%,2%,i,14%,-16%
CC(=O)c1ccn(S(=O)(=O)c2ccccc2)c1,12,7%,9%,7%,1%,3%,i,4%,-4%
Cc1ccc(S(=O)(=O)c2c(C)nn(C(C)(C)C)c2OC(=O)c2ccc(Br)o2)cc1,-72*,?,?,?,-2%,?,?,?,-81%

# Entries above that contain a thiophene ring, fused or not:
SMILES,IL-1B inflam inh,HT1080 IDH1KD tx,HT1080-NT tox,KB-3-1 cytotox,SW480 rerep,ATXN2 expr inh,ATXN viability,MCF10A rereplic,HepG2 tox
Cc1ccc(OCC(=O)N2CCN(S(=O)(=O)c3ccc(Cl)s3)CC2)cc1C,-20,4%,3%,-1%,-19%,-10%,i,3%,-8%
O=C(NCc1cccs1)C1CC(c2ccc(F)cc2)=NO1 (stereo unspecified),30,9%,7%,1%,7%,5%[11.3 µM],i,?,9%
COCCn1c(SCC(=O)NCC(c2ccccc2)N(C)C)nc2sc3c(c2c1=O)CCC3 (stereo unspecified),-8,-11%,-8%,14%,-3%,-2%,i,8%,5%
O=C(CCn1c(=O)[nH]c2ccsc2c1=O)N1CCN(Cc2ccc3c(c2)OCO3)CC1,?,3%,-7%,-1%,-2%,3%,i,-1%,0%
COc1cccc(NC(=O)COC(=O)C2CCN(S(=O)(=O)c3cccs3)CC2)c1,-7,8%,19%,16%,-22%,16%,i,6%,-1%
C/C(=N\OCC(=O)N/N=C/c1ccccc1O)c1cccs1,247,?,?,?,?,?,i,16%,-33%
COc1ccccc1-n1cnnc1SCC(=O)NCc1cccs1,?,0%,-6%,0%,2%[9.22 µM],16%,i,12%,-29%
CCOc1ccc(C(c2c(NC(=O)c3ccccc3)sc(C)c2C)N2CCN(CCO)CC2)cc1 (stereo unspecified),-67*,?,?,?,3.7µM*,-9%,?,?,11µM*

# Assay outcomes from PubChem.
